Htt clearance: clearance of mutant huntingtin inclusions, primary screen, imaging, HeLa Exon1htt(103Q)mCFP, confocal imaging; aggregate imaging; zero = plate's median compound well; inhibition, % at 1.5 µM; 47,000 tested, 0.42% active;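 active means inhibition of aggregate fluorescence above about 70%, also judged a hit by eye on the cell image, limit read from the data, passing the limit was not always enough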;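 further: cells exposed to compound for three days before fixation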
Htt clearance grain fraction: recorded beside Htt clearance, whose call it bears; fraction fluorescence in grains; measured here: aggregate grain fluorescence fraction; active compounds read low;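 scaled fraction of total cell fluorescence in grains with unit not stated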
* hit, by the source's call. Only part of the results is shown. The share of hits here may be higher or lower than overall.

SMILES | Htt clearance | Htt clearance grain fraction
Cc1cc(Oc2ccccc2)nc(N)n1 | -45 | 27
CN1CCN(C(c2cccc(C(F)(F)F)c2)c2nnnn2C(C)(C)C)CC1 (stereo not given) | -55 | 30
CCOc1cc2nc(-c3ccc(OC)c(OC)c3)nc(NCCCN3CCOCC3)c2cc1OC | -2 | 24
COC(=O)c1ccc(CNC(=O)CSc2nnc(COc3ccccc3)n2C)o1 | 28 | 13
COCCN1CN(S(=O)(=O)c2ccc(Cl)cc2)c2nc3ccccc3nc21 | -75 | 66
COc1ccc(C)cc1S(=O)(=O)N(CC(N)=O)Cc1ccccc1 | -16 | 21
CCOC(=O)C(NC(C)=O)(NS(=O)(=O)c1ccccc1)C(F)(F)F (stereo not given) | -6 | 20
C=CCNC(=O)c1ccccc1S(=O)c1ccccc1C#N (stereo not given) | 38 | 19
Cc1cc(C(F)(F)F)nn1C(=O)c1cccnc1Cl | -41 | 53
COc1ccccc1NC(=O)c1cc2n(n1)C(C(F)(F)F)CC(c1ccc3c(c1)OCO3)N2 (stereo not given) | -7 | 18
CCOC(=O)C1=C(O)/C(=C\c2ccc(OC)c(OC)c2)N=C1C | 48 | 19
Cn1c(=O)cc(SCC(=O)NCc2ccco2)c2ccccc21 | -29 | 41
Cc1ccccc1N1C(=O)C2C3C=CC(C2C1=O)N(C)C3=O (stereo not given) | -34 | 25
COc1cc(C(C(=O)NC(C)(C)C)N(Cc2ccc3c(c2)OCO3)C(=O)c2cnccn2)cc(OC)c1OC (stereo not given) | 14 | 27
CC1CN(C(=O)c2cc3cc(Cl)cc(Cl)c3oc2=O)CC(C)O1 (stereo not given) | 55 | 8
O=C1C(=O)N(CCN2CCCCC2)c2ccccc21 | 27 | 14
CCN(CCCNC(=O)C1CCC(=O)N1Cc1ccc(F)cc1)c1cccc(C)c1 (stereo not given) | -6 | 22
COc1cccc(NC(=O)c2ccc(CN3CCN(c4ccccc4)CC3)cc2)c1 | 36 | 14
CN(C)CCNC(=O)c1ccc(COc2ccc(Cl)cc2Cl)cc1 | 5 | 37
CC1(c2ccc3c(c2)OCO3)NC(=O)N(CC(=O)NCCC2=CCCCC2)C1=O (stereo not given) | 3 | 35
CCn1cc(C(=O)O)c(=O)c2cc(OC)ccc21 | 27 | 26
C=CCSC1=N/C(=C\c2cc(OC)c3c(c2)OCO3)C(=O)S1 | -25 | 46
COc1ccc(C)c(Cn2c(-c3nonc3N)nc3ccccc32)c1 | -63 | 33
CC(C)(C)NC(=O)C(c1ccco1)N(Cc1ccc(F)cc1)C(=O)c1snc(C(N)=O)c1N (stereo not given) | 11 | 32
COc1ccccc1-c1nn2c(-c3ccco3)nnc2s1 | 28 | 25
SMILES | Htt clearance | Htt clearance grain fraction
Cc1c(CNCc2cccs2)c(C(=O)O)c(C)n1Cc1ccccc1 | -26 | 23
c1ccc2[nH]c(CSc3nc4ccccc4o3)nc2c1 | 19 | 35
O=C1CNC(=O)c2c(nc3n2CCC3)N1 | -56 | 53
CC1=C(C)CS(=O)N(c2ccc(S(N)(=O)=O)cc2)C1 (stereo not given) | 35 | 13
COC(=O)CSc1nnc(-c2cccnc2)n1-c1cccc(OC)c1 | -70 | 59
Cc1c(Cl)cccc1NC(=O)CSCc1cc(=O)[nH][nH]1 | 0 | 18
CC(C)(C)NC(=O)COC(=O)c1ccc(S(=O)(=O)N2CCCCCC2)cc1 | -11 | 38
Cc1ccccc1NS(=O)(=O)c1ccc(N2CCCC2=O)cc1 | 9 | 38
CC(C)Oc1ccc(C2C(C(=O)c3ccco3)=C(O)C(=O)N2CCCN(C)C)cc1 (stereo not given) | -5 | 20
CCC(CC)C(=O)NC12CC3CC(CC(C3)C1)C2 | -7 | 30
Cc1ccc2c(c1)CC1(CN2C)C(=O)OC2(CCCCC2)OC1=O | 25 | 15
CC1=C(C(=O)Nc2ccccc2)C(c2ccco2)C(C#N)=C(SCC(=O)Nc2cccc(C)c2C)N1 (stereo not given) | 68 | 5.7
CC(=O)NC1=NN(c2ccccc2)C(=O)C1 | -3 | 22
COc1ccc(OC)c(NC(=O)CCNS(=O)(=O)c2cccs2)c1 | -8 | 18
CCCCc1cc2c(c(NC(=O)CC)n1)c(=O)oc1ccccc12 | 53 | 8.5
Cc1ccc2[nH]c(=O)c(N3CCOCC3)c(-c3ccccc3)c2c1 | 42 | 9.6
O=C(O)c1ccc(Oc2cccc([N+](=O)[O-])c2)cc1C(=O)O | -4 | 22
CN1c2ccccc2N(C)C1c1c(O)ccc2ccccc12 | -22 | 24
CCOc1cc(C)nc(NCc2ccccc2)n1 | 3 | 22
O=C(CSc1n[nH]c(=O)n1C1CC1)Nc1cc(Cl)ccc1Oc1ccccc1 | 84* | 5.5*
COc1ccc(C2C(C(=O)Nc3cccnc3)=C(C)Nc3nc(-c4cccs4)nn32)cc1 (stereo not given) | 18 | 15
COc1ccccc1C1C(C#N)=C(N)N(c2cccnc2)C2=C1C(=O)CC(C)(C)C2 (stereo not given) | -17 | 20
COc1ccc(N2C(=O)C3CCCN3C2c2cccc(C)c2)cc1 (stereo not given) | 32 | 34
O=C(OCC(=O)N1CCN(C(=O)c2ccco2)CC1)c1cc(-c2ccc(Cl)c(Cl)c2Cl)nc2ccccc12 | -39 | 29
CCCN1C2CCCC1CC(NC(=O)C1CCCCC1)C2 (stereo not given) | 10 | 16

Rewritten with values under each structure: two of the compounds above
Each structure is followed by: Htt clearance | Htt clearance grain fraction
Cc1ccc2[nH]c(=O)c(N3CCOCC3)c(-c3ccccc3)c2c1
 : 42 | 9.6
O=C(O)c1ccc(Oc2cccc([N+](=O)[O-])c2)cc1C(=O)O
 : -4 | 22

Single entries from the list.
C=CCNC(=O)c1ccccc1S(=O)c1ccccc1C#N (stereo not given) @ Htt clearance grain fraction = 19
CCOc1cc(C)nc(NCc2ccccc2)n1 @ Htt clearance grain fraction = 22
Cn1c(=O)cc(SCC(=O)NCc2ccco2)c2ccccc21 @ Htt clearance grain fraction = 41
COc1ccc(N2C(=O)C3CCCN3C2c2cccc(C)c2)cc1 (stereo not given) @ Htt clearance grain fraction = 34
CC(C)(C)NC(=O)C(c1ccco1)N(Cc1ccc(F)cc1)C(=O)c1snc(C(N)=O)c1N (stereo not given) @ Htt clearance grain fraction = 32
CC1CN(C(=O)c2cc3cc(Cl)cc(Cl)c3oc2=O)CC(C)O1 (stereo not given) @ Htt clearance = 55

Quoted from the entries so far (six entries):
SMILES | Htt clearance | Htt clearance grain fraction
Cc1c(CNCc2cccs2)c(C(=O)O)c(C)n1Cc1ccccc1 | -26 | 23
c1ccc2[nH]c(CSc3nc4ccccc4o3)nc2c1 | 19 | 35
O=C1CNC(=O)c2c(nc3n2CCC3)N1 | -56 | 53
CC1=C(C)CS(=O)N(c2ccc(S(N)(=O)=O)cc2)C1 (stereo not given) | 35 | 13
COC(=O)CSc1nnc(-c2cccnc2)n1-c1cccc(OC)c1 | -70 | 59
Cc1c(Cl)cccc1NC(=O)CSCc1cc(=O)[nH][nH]1 | 0 | 18

Next section
SMILES | Htt clearance | Htt clearance grain fraction
CN(C)c1nc(SCC#N)nc(N(C)C)n1 | 72* | 5.7*
CC(C)(C)c1ccc(-c2nnc(SCC(=O)c3ccc4c(c3)OCCO4)o2)cc1 | 14 | 35
COCCNC(=O)CN(c1cc(Cl)ccc1OC)S(C)(=O)=O | 11 | 36
Cc1ccc(OCc2nnc(SCC(=O)c3ccccc3)n2Cc2ccco2)cc1 | 13 | 35
S=C1N(c2ccccc2)C(c2cccc3ccccc23)N2CCCN12 (stereo not given) | 21 | 18
CN1CC[n+]2cnc3ccccc3c21 | 34 | 11
COc1ccc(S(=O)(=O)N2CCN(c3cc(-c4ccccc4)nc4ncnn34)CC2)cc1 | 62 | 15
COc1cccc(-c2cc(C(=O)N3CCc4ccccc4C3)no2)c1 | -17 | 22
CCCC(=O)N1CCN(c2ccc([N+](=O)[O-])c(NC(C)c3ccccc3)c2)CC1 (stereo not given) | 3 | 20
Cc1cccc(OCC(=O)Nc2nnn(C)n2)c1C | 23 | 15
O=C(NCCSCc1ccccc1)c1ccc(Cl)c(S(=O)(=O)N2CCOCC2)c1 | -28 | 26
OC(CN1CCCCC1)Cn1c(C(F)(F)F)nc2ccccc21 (stereo not given) | 0 | 17
Cc1cc(=O)n2[nH]c(SCc3ccccc3)nc2n1 | -7 | 17
CCOC(=O)CSc1nc2ccccc2n1CC(=O)NC(C)(C)C | -16 | 49
N#Cc1ccc(COC(=O)CSc2nnc(C3CCCCC3)n2N)cc1 | 4 | 35
CN(C)CCNc1oc(COc2cccc(Cl)c2)nc1C#N | 30 | 23
CCOC(=O)N1CCC(NC(=O)c2ccc3c(c2)sc2nc(-c4ccccc4)cn23)CC1 | 6 | 34
C=CCn1c(SCC(=O)Nc2c(C)n(C)n(-c3ccccc3)c2=O)nc2sc(C)c(-c3ccccc3)c2c1=O | 13 | 31
Brc1ccc(-c2csc(NNC3=NCCCCC3)n2)cc1 | 14 | 34
CC(=O)n1cc(C2C(=O)CC(C)(C)CC2=O)c2ccccc21 | 12 | 32
CCNc1nc(NC(C)C)nc(N(C#N)CCOc2ccc(Cl)cc2Cl)n1 | -82 | 35
CC(=O)Nc1ccc(S(=O)(=O)NCC2CCC(C(=O)NCCC3=CCCCC3)CC2)cc1 (stereo not given) | -99 | 37
CCCc1cc(C(=O)Cc2ccc(F)cc2)c(O)cc1O | -42 | 28
CCOC(=O)c1ccc(NS(=O)(=O)c2ccc(SC)cc2)cc1 | 14 | 16
COc1ccc(-c2ccc(-c3nnn(CC(C)=O)n3)cc2)cc1 | 7 | 18
SMILES | Htt clearance | Htt clearance grain fraction
O=C(Nc1ccc(NC(=O)C2CC2)nc1)c1cccc(F)c1 | -2 | 43
CC(=O)c1c(N2CCN(c3ccccc3)CC2)nc(=S)n(-c2ccccc2)c1C | 16 | 18
O=C(CCCC(=O)N(CC(=O)NC1CCCC1)Cc1ccc(F)cc1)Nc1ccccn1 | -10 | 40
CCOC(=O)C(C(=O)OCC)C(CC(=O)C1CC1)c1ccccc1 (stereo not given) | -4 | 40
CCOc1cc(NC(=O)c2ccco2)c(OCC)cc1NC(=O)CCC(=O)NCc1cccnc1 | 0 | 39
COC(=O)Nc1ccc2c(c1)ncn2C1CCCCC1 | 52 | 16
CC(NC(=O)OC(C)(C)C)C(=O)N1CCCC1C(=O)NC(Cc1ccccc1)C(N)=O (stereo not given) | 37 | 10
Cc1ccc2cc(CN(C(=O)c3ccco3)c3ccccc3)c(=O)[nH]c2c1 | -33 | 45
CN1CCN(Cc2c(O)c(Cl)cc3c(-c4ccccc4)cc(=O)oc23)CC1 | 12 | 30
CCC(C(=O)N1CCc2cc(OC)c(OC)cc2C1)c1ccccc1 (stereo not given) | -46 | 26
COn1c(=O)c(=O)n(OC)c2ccccc21 | -39 | 52
O=c1c2ccccc2n(Cc2cccc(F)c2)c(=O)n1C1CCCC1 | 0 | 39
O=C(CN1CCOCC1)Nc1ccc(Br)cn1 | 12 | 19
CSc1nc2ccc3nc(NC(=O)C4COc5ccccc5O4)sc3c2s1 (stereo not given) | 29 | 25
CC(C)CC(NC(=O)C1CCCN1C(=O)OC(C)(C)C)C(=O)NCC(N)=O (stereo not given) | 31 | 13
COc1ccc(-n2ccnc2SCC(=O)NCc2ccc3c(c2)OCO3)cc1 | 38 | 10
O=C(Nc1ccccc1C(=O)N1CCCCC1)c1cccc(S(=O)(=O)N2CCOCC2)c1 | 4 | 21
COc1cc(OC)cc(-c2nc(-c3ccccc3OC)no2)c1 | -32 | 24
Cc1cc(C)c2cc(CN(Cc3nnnn3C3CCCCC3)CC3CCCO3)c(=O)[nH]c2c1 (stereo not given) | 19 | 35
Cc1ccc(C(=O)N/C(=C/C=C/c2ccccc2)C(=O)NCc2ccco2)cc1 | -48 | 45
Cc1cc(C(=O)NCc2ccccc2)no1 | 21 | 15
Cc1nc2cc(NS(=O)(=O)c3c(C)c(C)cc(C)c3C)ccc2s1 | 25 | 14
CCOC(=O)N/C(N)=N/c1nc2ccccc2s1 | -36 | 50
CCN1C(=O)/C(=C/N(C)c2ccccc2)OC1=S | -47 | 27
CCSc1nc(-c2ccccc2)c(C#N)c(=O)[nH]1 | -4 | 19
SMILES | Htt clearance | Htt clearance grain fraction
COc1ccc(C2CC(=O)N3CN(Cc4ccco4)CSC3=C2C#N)cc1 (stereo not given) | 0 | 33
Cn1c(=O)c2c(ncn2CC(=O)N2CCCc3ccccc32)n(C)c1=O | 8 | 36
c1ccc(-n2nnnc2SCc2cn3cccnc3n2)cc1 | 16 | 30
CCOC(=O)c1ccc(NC(=O)CCNc2c(N3CCCC3)c(=O)c2=O)cc1 | 28 | 14
O=C(Nc1ccccc1)Nc1ccc2snnc2c1 | -6 | 19
O=C(NC1CCCCC1)C(c1ccccc1)N1CCc2ccccc21 (stereo not given) | 14 | 41
CCOC(=O)C(=CNc1cccc(N)n1)C(=O)OCC | 17 | 32
O=C(CCN1C(=O)COc2ccccc21)NCCN1CCN(c2ccccc2F)CC1 | -8 | 37
Cc1ccc(C(=O)NC2CC(C)(C)NC(C)(C)C2)cc1C | 18 | 27
CCOC(=O)N1CCN(CCC(=O)Nc2ccc(OC)cc2)CC1 | 22 | 30
COc1ccc(C2(O)CCN(C(=O)c3c(F)cccc3F)CC2)cc1 | -3 | 39
Cc1cc(N2C(=O)CC(Cc3ccc(Cl)cc3)C2=O)no1 (stereo not given) | 23 | 30
COC(=O)C1=CN(C)C=C(C(=O)OC)C1c1ccc(O)c(OC)c1 | -4 | 35
Cn1cc(S(=O)(=O)N2CCc3ccccc3C2)c(=O)n(C)c1=O | -40 | 47
O=C1NCCCC1C(=O)Nc1cccc(C(F)(F)F)c1 (stereo not given) | -56 | 63
O=C(Nc1nc(-c2ccccc2Cl)cs1)c1cccnc1 | -68 | 27
CCN(CC)S(=O)(=O)c1cc(C(=O)Nc2nncs2)c(Cl)cc1Cl | 9 | 16
CCOC(=O)N1CCC(NC(=O)c2ccc3nc4ccccc4c(=O)n3c2)CC1 | -5 | 44
O=C(O)CCCc1nc2ccccc2s1 | 40 | 11
Cc1ccc(Cn2c(=O)c3ccccc3n3c(CCC(=O)O)nnc23)cc1 | -9 | 34
